# Source: PubChem BioAssay (National Center for Advancing Translational Sciences (NCATS))
# SW480 rerep = DNA re-replication induction in SW480 cells; SW480 DNA re-replication, Hoechst DNA content imaging, 48 h; Potency, µM (top dose mostly 46.1 µM), for the others: at the top dose re-replication activation, hits mostly activators; hit rate 1.8% among 340,000; AID 624297; also: % of control where 0% means no effect; nearly all actives have a fitted effect of over 55% in size
#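 DNA re-replication was detected as more nuclei of elevated Hoechst intensity after 48 hr exposure to compound (23 nL pinned per well of 250 cells).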
# HT1080NT lethal = kills 2HG-producing HT-1080-NT fibrosarcoma cells. Potency, µM (titrated, usually from 46.1 µM), for the others: top-dose activity, negative = less viability, most hits filed as cytotoxic. hit rate 1.6% among 360,000. HT-1080-NT fibrosarcoma viability, CellTiter-Glo ATP luminescence, 48 h;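 also: NT is the 2HG producing partner of a matched IDH1 knockdown line; 0% = DMSO-treated cells and -100% = media-only wells without cells; nearly all actives have a fitted effect of over 55% in size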
#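 Read-out is CellTiter-Glo luminescence after 10 minutes at room temperature, following 48 hours' compound treatment of HT-1080-NT cells (750 cells/well, RPMI, 5% FBS, 37 degrees C).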
# TDP-43 yeast inh = rescues yeast growth from TDP-43 toxicity | hit rate 1.8% among 410,000 | TDP-43 expressing yeast growth rescue, BacTiter-Glo, 24 h | Potency, µM (top dose mostly 46.1 µM), without a hit: at the top dose growth rescue (activation), hits mostly activators | AID 652104; also: % of control where 0% means no effect; nearly all actives have a fitted effect of over 50% in size
#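 Yeast cells expressing TDP-43 under galactose induction are exposed to compounds for 24 hr at 30 deg C. BacTiter-Glo luminescence measures growth, so protective compounds score as activators.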
# KB-V1 cytotox = KB-V1 MDR subline cytotoxicity | KB-V1 MDR cells viability, CellTiter-Glo, 72 h | Potency, µM (series often up to 46.1 µM), for the others: at the top dose activity change, negative = cytotoxicity, actives largely listed as cytotoxic | hit rate 3.4% among 400,000 | AID 1347076; also: % is scaled to controls: 0 for no effect and ±100 for the full control effect; nearly all actives have a fitted effect of over 60% in size
#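 Cytotoxicity via CellTiter-Glo luminescence after 72 h compound exposure at 37 degrees C. Cells: drug-selected KB-V1 line, DMEM phenol-red free plus 10% FBS. Compounds tested at multiple concentrations; normalized data fitted to concentration-effect curves.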
# GLP1R ag = agonists of human GLP-1 receptor; P43220; HEK293 GLP-1R CRE-luciferase, luminescence, 4-6 h; cells express a hypersensitive GLP-1R form; Potency, µM (titrated, usually from 45.6 µM), for the others: at the highest dose activation, actives largely listed as activators; hit rate 0.007% among 380,000; AID 624172; also: % of control where 0% means no effect
# Target sequence (P43220 whole entry, looked up): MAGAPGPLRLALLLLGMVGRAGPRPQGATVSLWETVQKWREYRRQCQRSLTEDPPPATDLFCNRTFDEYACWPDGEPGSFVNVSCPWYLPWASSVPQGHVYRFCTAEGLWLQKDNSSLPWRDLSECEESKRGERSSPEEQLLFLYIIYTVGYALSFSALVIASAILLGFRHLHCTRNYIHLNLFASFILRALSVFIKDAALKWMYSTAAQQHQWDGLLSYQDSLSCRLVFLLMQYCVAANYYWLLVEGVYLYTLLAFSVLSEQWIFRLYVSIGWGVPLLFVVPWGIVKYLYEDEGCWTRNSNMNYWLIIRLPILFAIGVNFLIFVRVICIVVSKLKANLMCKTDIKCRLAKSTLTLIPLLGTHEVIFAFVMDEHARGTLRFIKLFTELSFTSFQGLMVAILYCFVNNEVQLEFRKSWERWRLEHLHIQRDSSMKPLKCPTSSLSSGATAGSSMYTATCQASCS
# KB-3-1 cytotox = kills parental KB-3-1 adenocarcinoma cells; Potency, µM (top dose mostly 46.1 µM), without a hit: at the top dose activity change, negative = cytotoxic, usual class: cytotoxic; KB-3-1 viability, CellTiter-Glo ATP luminescence, 72 h; hit rate 1.4% among 400,000; also: % is scaled to controls: 0 for no effect and ±100 for the full control effect; nearly all actives have a fitted effect of over 60% in size
#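 Cells are dispensed, compounds pinned in, plates held at 37 °C for 72 h, then CellTiter-Glo is added and luminescence read after 10 minutes. Cell line: parental KB-3-1 in phenol-red-free DMEM, 10% FBS.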
# GLP1R inv ag = inverse agonists of human GLP-1 receptor; Potency, µM (series often up to 38.3 µM), inactives show at the highest dose activity change, negative = inhibition, hits mostly inhibitors; HEK293 GLP-1R CRE-luciferase, luminescence, 24 h; GLP-1R form is constitutively active; P43220; hit rate 1.6% among 410,000; AID 624417; also: % is scaled to controls: 0 for no effect and ±100 for the full control effect; nearly all actives have a fitted effect of over 55% in size
#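 Inverse agonists were sought by their lowering of basal cAMP reporter luciferase output in HEK293 cells stably carrying constitutively active human GLP-1R, after 24 h compound treatment.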
# HT1080 IDH1KD tx = HT-1080 IDH1 knockdown cell toxicity (counter line); Potency, µM (doses to about 46.1 µM), for the others: at the top dose activity, negative = toxicity, hits mostly cytotoxic; hit rate 2% among 360,000; AID 686971; HT-1080 IDH1 knockdown viability, ATP luminescence, 48 h;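 also: 0% = DMSO wells and -100% = cell-free medium wells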
#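 Using the IDH1-knockdown HT-1080 line run in the same batch and compound series as the NT line, viability after 48 h at 37 °C was determined by CellTiter-Glo luminescence and expressed as % activity.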
# HEK293 tox = cytotoxic in the GLP-1 receptor inverse agonist counter-screen | Potency, µM (doses to about 38.3 µM), inactives show top-dose activity change, negative = inhibition, most hits filed as inhibitors | HEK293 cAMP-luciferase reporter cells, luminescence, 24 h | hit rate 0.13% among 410,000;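 also: loss of luciferase light is scored as toxicity; % is scaled to controls: 0 for no effect and ±100 for the full control effect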
#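 Compound-treated cells are incubated 24 hr at 37 deg C under 5% CO2 after a 12 hour attachment period, then luciferase detection reagent is added and luminescence is measured following 12 min at room temperature; lowered signal indicates toxicity.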
# An asterisk follows results filed as active; ? = inconclusive; · = not tested or not shown; & = joins results of further samples; [ ] = remark or other dose. Calls follow the shape of the dose curve; as a rule, active = well fitted curve in the direction sought with a large enough effect; inconclusive = small, poorly fitted or top-dose-only effect, or another doubt; inactive = no such curve, though single readings can be large; an effect the other way counts as inactive or inconclusive. Potency is read from the fitted curve at half-maximal effect. Rows are unselected; about 9.4% have a hit in one of these screens.
# Value order – SW480 rerep | HT1080NT lethal | TDP-43 yeast inh | KB-V1 cytotox | GLP1R ag | KB-3-1 cytotox | GLP1R inv ag | HT1080 IDH1KD tx | HEK293 tox
- CN1C[C@@H]2[C@@H]3C(=O)N(Cc4ccccc4)C(=O)[C@@H]3[C@](C)(C1=O)N2C(=O)c1ccc(C(F)(F)F)cc1
→ -3.8% | 0.0% | ? | 9.2% | -2.4% | 4.6% | 2.0% | -7.5% | 0.3%
- CC1CCC(NC(=O)c2ccc3c(c2)S(=O)(=O)c2ccccc2C3=O)CC1 (stereo not drawn)
→ 7.9% | -1.4% | -12.3% | -11.1% | 30.6% | -24.9% | 11.7% | -1.2% | 7.6%
- CCCCCn1c(=N)c(S(=O)(=O)c2ccc(Cl)cc2)cc2c(=O)n3cccc(C)c3nc21
→ 11.4% | 0.8% | -21.0% | 8.2µM* | 16.9% | ? | 9.2% | 13.1% | 32.9%
- CCC(=O)N[C@@H]1CC(C(C)(C)NC(=O)CC)CC=C1C (stereo partly drawn)
→ -2.5% | 6.3% | 12.1% | 5.4% | 1.3% | 7.7% | -3.8% | 2.8% | -16.7%
- CCOC(=O)c1cc(C)sc1NC(=O)CSC1=NCCS1
→ ? | -11.8% | ? | -4.4% | 28.2% | -3.6% | ? | -3.3% | -3.0%
- CCS(=O)(=O)N1CCC2(CC1)OCCN2S(=O)(=O)c1ccc(OC)cc1
→ -3.7% | 3.0% | -17.6% | 22.0% | 1.4% | 19.3% | 8.5% | 2.3% | 12.6%
- O=S(=O)(c1cnccc1N1CCN(/N=C/c2ccccc2)CC1)N1CCCCC1
→ -16.6% | 0.3% | -3.3% | -21.2% | -14.2% | 13.7% | 12.1% | -1.8% | -17.4%
- Cc1ccc(N2C(=O)CCC2=O)c(C)c1
→ -5.0% | 17.2% | -6.8% | 8.7% | 4.8% | 14.5% | 7.8% | 19.9% | 2.8%
- COc1cc(NS(=O)(=O)c2ccc3c(c2)CC(=O)N3)cc(OC)c1OC
→ · | · | 0.0% | 1.4% | · | 3.1% | 9.9% | · | 0.0%
- COc1ccc2ccccc2c1CNC(=O)CC1C(=O)NCCN1CC(C)(C)C (stereo not drawn)
→ -26.7% | 4.3% | -5.4% | 4.1% | 5.5% | 23.2% | 12.9% | 0.3% | 4.4%
- CCOc1ccccc1OCC(=O)Nc1cccc(S(=O)(=O)N2CCCCCC2)c1
→ 0.6% | -8.1% | 7.0% | ? | 1.9% | -4.0% | ? | -7.5% | 3.0%
- O=C(CCN1C(=O)C2C3CCC(C3)C2C1=O)OCC(=O)c1ccccc1 (stereo not drawn)
→ -10.3% | 8.1% | -14.0% | 8.9% | -4.7% | ? | 1.6% | 0.0% | 17.3%
- CCOC(=O)CN1C(=O)N[C@@H](c2cccc(C(F)(F)F)c2)[C@@H](C(=O)OC)[C@H]1C
→ -7.9% | 19.1% | -5.0% | -4.2% | 9.9% | -1.8% | 25.0% | 2.6% | 8.2%
- C[C@H](NC(=O)c1ccccc1)C(=O)N1CCC2(CC1)NCCc1[nH]cnc12
→ -2.2% | 8.1% | -1.4% | 23.9% | -1.5% | 9.4% | 4.3% | 1.6% | -5.9%
- O=C(CC(O)c1ccncc1)c1ccccc1O (stereo not drawn)
→ ? | ? | -14.6% | ? | 2.6% | ? | 2.2% | ? | -1.1%
- CC1(Cc2ccc(Cl)cc2)C(=O)Nc2c(Cl)ccc(Cl)c21 (stereo not drawn)
→ · | ? | -25.9% | -7.9% | -2.7% | 0.0% | ? | ? | -4.8%
- O=C(Nn1c(-c2ccncc2)nc2ccccc2c1=O)c1ccc([N+](=O)[O-])cc1Cl
→ -12.3% | 2.3% | -19.0% | -7.8% | 4.2% | -15.5% | 17.0% | 2.0% | -20.0%
- O=C(NCc1ccccn1)C(=O)NCC1OCCN1C(=O)c1ccc(Cl)cc1 (stereo not drawn)
→ -4.4% | 10.1% | -15.7% | -16.4% | -2.1% | 16.0% | -16.9% | 6.6% | -1.3%
- COC(C/C=C/C(=O)[C@@H](C)OCc1ccccc1)OC
→ 25.7% | ? | 20µM* | -4.6% | -5.3% | ? | 8.2% | -22.5% | 0.0%
- Cn1nnnc1SCC(=O)Nc1ccc(C(=O)N2CCN(Cc3ccccc3F)CC2)cc1
→ -3.5% | 16.8% | 15.6% | ? | 6.5% | -1.5% | 7.6% | 0.0% | 7.8%
- O=C1CSC(c2ccccc2)N1c1ccc(F)cc1F (stereo not drawn)
→ -9.0% | 8.0% | 18.6% | -3.9% | 0.7% | 3.8% | -3.7% | 0.5% | 6.7%
- CCN(CC)C(=O)Cn1c(=O)n(CCCCCC(=O)Nc2ccccc2)c(=O)c2sccc21
→ -2.9% | 2.1% | 11.2%&10.4% | ? | -7.2% | 3.5% | 3.4%&5.6% | 6.2% | -10.5%&-14.4%
- Cc1ccccc1SCc1noc(C(=O)NC(C)C)c1C(=O)O
→ -1.1% | -13.6% | 0.4% | 22.0% | -3.0% | -5.5% | ? | -8.9% | -7.7%
- O=C(c1cc(-c2ccc(Cl)cc2)on1)N1CCOCC1
→ -5.0% | 17.9% | -21.1% | 1.3% | -10.8% | 3.0% | -15.4% | 8.2% | 30.5%
- C=CCNC(=O)NC(=O)CN1C(=O)NC(c2ccccc2)(c2ccccc2)C1=O
→ -14.5% | -2.2% | 6.1% | -7.0% | 4.3% | -3.9% | ? | -6.1% | ?
- Cn1c(=NC(=O)CS(=O)(=O)c2ccccc2)sc2ccccc21
→ -5.5% | 10.2% | 9.6% | -29.3% | 5.3% | 5.5% | 11.1% | 13.1% | -6.0%
- Cc1ccc(S(=O)(=O)Nc2nc3ccccc3nc2NCC2CCCO2)cc1C (stereo not drawn)
→ 1.6% | -1.4% | ? | -3.0% | -0.1% | -20.5% | -15.9% | -5.6% | -3.4%
- CC(C)c1ccc(NS(=O)(=O)c2ccc3[nH]cc(C(=O)N4CCCC4)c(=O)c3c2)cc1
→ · | · | 21.4% | 0.0% | · | 0.2% | -9.4% | · | -4.5%
- CCN(CC(=O)Nc1ccc(OC)cc1)C(=O)c1cc(-c2cccs2)nn1-c1ccccc1
→ -4.4% | -3.3% | 12.4% | 20.6µM* | 1.2% | -19.9% | ? | -16.5% | ?
- O=C(CSc1ncnc2c1oc1ccccc12)NCC1CCCO1 (stereo not drawn)
→ -9.7% | 4.2% | -11.3% | -1.6% | 4.4% | -0.5% | 0.0% | 1.3% | -22.5%

# Another view of 5 compounds above:
mol	SW480 rerep	HT1080NT lethal	TDP-43 yeast inh	KB-V1 cytotox	GLP1R ag	KB-3-1 cytotox	GLP1R inv ag	HT1080 IDH1KD tx	HEK293 tox
Cc1ccc(N2C(=O)CCC2=O)c(C)c1	-5.0%	17.2%	-6.8%	8.7%	4.8%	14.5%	7.8%	19.9%	2.8%
COc1cc(NS(=O)(=O)c2ccc3c(c2)CC(=O)N3)cc(OC)c1OC	·	·	0.0%	1.4%	·	3.1%	9.9%	·	0.0%
COc1ccc2ccccc2c1CNC(=O)CC1C(=O)NCCN1CC(C)(C)C (stereo not drawn)	-26.7%	4.3%	-5.4%	4.1%	5.5%	23.2%	12.9%	0.3%	4.4%
CCOc1ccccc1OCC(=O)Nc1cccc(S(=O)(=O)N2CCCCCC2)c1	0.6%	-8.1%	7.0%	?	1.9%	-4.0%	?	-7.5%	3.0%
O=C(CCN1C(=O)C2C3CCC(C3)C2C1=O)OCC(=O)c1ccccc1 (stereo not drawn)	-10.3%	8.1%	-14.0%	8.9%	-4.7%	?	1.6%	0.0%	17.3%

# (cont.)
# Value order – SW480 rerep | HT1080NT lethal | TDP-43 yeast inh | KB-V1 cytotox | GLP1R ag | KB-3-1 cytotox | GLP1R inv ag | HT1080 IDH1KD tx | HEK293 tox
- CCC(C)c1ccccc1N1CC(C(=O)N2CCN(S(=O)(=O)c3cccc([N+](=O)[O-])c3)CC2)CC1=O (stereo not drawn)
→ ? | -8.7% | 19.6% | 7.9% | 4.8% | -11.5% | -32.5% | -9.9% | 15.6%
- O=C(Nn1c(=O)[nH]c2ccsc2c1=O)c1ccccc1
→ -4.4% | -0.8% | -7.6% | 2.7% | -8.2% | 18.8% | 2.3% | -2.5% | 7.9%
- CC(C)(C)[C@H]1COC(=O)[C@H](NC(=O)OCC2c3ccccc3-c3ccccc32)C/C=C\C[C@@H](CC(=O)N[C@H](CO)Cc2ccccc2)C(=O)N1
→ -6.1% | -20.6% | 2.7% | 0.4% | 10.0% | -5.3% | 7.3% | 0.9% | 13.6%
- CCOC(=O)C1CCN(C(=O)c2cn(CCOC)c(=O)c3c2c2ccccc2n3C)CC1
→ -3.8% | 2.2% | -17.4% | 9.3% | -8.3% | -8.9% | 0.0% | 15.6% | 3.5%
- CC(=O)c1ccn(S(=O)(=O)c2ccc(Cl)cc2)c1
→ -5.6% | -3.8% | 2.7% | -13.1% | 5.5% | 1.8% | -6.3% | -0.3% | 7.6%
- O=C(Nc1ccc(SC(F)F)cc1)C1=CC=CN2CCS(=O)(=O)N=C12
→ -16.5% | -1.4% | 15.8% | ? | 10.5% | 14.3% | 36.5%[activator] | 0.7% | 1.6%
- COc1ccc(-c2nc3ccccc3o2)cc1NC(=O)c1ccc(Br)o1
→ -0.6% | ? | 11.7% | 12.6% | -10.9% | -27.7% | 3.4% | -23.3% | -5.3%
- O=C(CC1(O)C(=O)Nc2cc(Cl)cc(Cl)c21)c1ccncc1 (stereo not drawn)
→ ? | -0.6% | -12.3% | -1.7% | -18.8% | 0.3% | 0.0% | ? | -19.8%
- O=C(NCc1ccccn1)C(=O)NCC1OCCN1S(=O)(=O)c1ccc(F)cc1 (stereo not drawn)
→ -6.0% | 18.7% | 1.0% | 0.0% | -6.3% | -3.9% | -1.5% | 10.9% | -1.2%
- CCN(CC)C(=O)C1CCN(Cc2ccc(Br)cc2)CC1
→ 13.0% | -4.7% | -19.6% | 18.4µM* | 2.4% | -17.3% | 0.0% | 0.5% | 1.1%
- COc1ccc(C(=O)Nc2cccc(OC)c2)cc1
→ -15.5% | -26.5% | -15.4% | -23.0% | 6.0% | ? | -2.7% | -22.7% | -25.9%
